ARNT-TACC3 inh = ARNT/TACC3 interaction disruption | 390,000 tested, 0.66% active | AID 623870 | AlphaScreen His-ARNT PAS-B/GST-TACC3 binding, luminescence; TACC3 fragment carries E629A point mutation | inhibition, % at 9.99 µM | Q9Y6A5;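 active = mean inhibition of replicates at least 50% and at least half of replicates each reaching 50%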;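 also: 0% = complete ARNT plus TACC3 wells and 100% = ARNT alone without TACC3; many hits fall short of the cut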
GSIS activator = GLuc luminescence reporter in INS-1E cells, primary screen for activators of glucose-dependent secretion of insulin; INS-1E GLuc reporter insulin secretion, 2-3 h; activation, % at 16.6 µM; 370,000 tested, 0.61% active;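 active = lowest replicate activation of at least 40%, so every replicate reaches that level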;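 also: 0% = median of neutral control wells and 100% = median of IBMX positive control wells; some compounds called inactive have numbers as strong as hits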
LGR2 inh = Drosophila LGR2 receptor signaling inhibition | HEK293 LGR2, CRE-luciferase, bursicon-stimulated, 4 h | inhibition, % at 9.99 µM | 380,000 tested, 0.35% active;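 active = drop in luminescence signal, shown as inhibition above about 50% in the replicate tests, limit read from the data, passing the limit was not always enough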;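 also: agonist challenge used bursicon conditioned medium at about half maximal strength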
Cneo AK release = causes C. neoformans cell lysis | adenylate kinase release luminescence, 4 h; normalised: neutral wells 0, clomiphene wells 100 | lysis activity, % at 15 µM | 360,000 tested, 0.2% active;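 active = mean lysis activity across replicates of at least 80%, whatever share of replicates individually reach that level; inactive = mean lysis activity below 80%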
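Signal: Adenylate kinase release luminescence | Assay system: Log-phase Cryptococcus neoformans yeast cells | Input: Cells at 5 × 10^6 per mL | Buffer or medium: Fresh YPD growth medium | Compound: Single dose | Schedule: Static 4 h at 37 °C with compound, 1 h detection | Controls: Clomiphene | Read-out: Luminescence rise reflecting yeast cell lysis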
PglD inh = PglD (C. jejuni) enzyme inhibition. purified PglD enzyme, DTNB colorimetric CoA detection. inhibition, % at 12.5 µM. 360,000 tested, 0.098% active; in the data active = inhibition above about 16%, passing the limit was not always enough; also: strong numbers were not always called active
Statin myotox sup = suppressors of simvastatin-induced myotoxicity in C2C12 myotubes | ATP luminescence, 48 h; scaled: DMSO 0, geranylgeraniol control 100 | AID 602340 | 330,000 tested, 0.78% active | rescue of ATP level, % at 7.49 µM;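 active = mean ATP rescue above about 67%, or every replicate alone reaching that limit, limit read from the data, passing the limit was not always enough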;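 also: myotubes were challenged with 10 µM simvastatin during compound exposure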
PGC1a acetyl inh = lowers PGC1a acetylation signal in U2OS cells; AlphaScreen anti-acetyl-lysine; with virally co-expressed GCN5 acetyltransferase; inhibition, % at 15.6 µM; 350,000 tested, 0.17% active;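 active = every replicate shows inhibition of at least 40%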;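 also: 0% = neutral control wells and 100% = positive control wells; some results beyond the cut were filed as inactive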
PAX8 inh HTS = inhibitors of PAX8 transcriptional activity in RMG-I cells; RMG-I TPO-luciferase reporter, SteadyGlo, 24 h; 360,000 tested, 1.2% active; AID 652154; inhibition, % at 12.6 µM;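 active = mean replicate inhibition at least 60% with every replicate also reaching 60%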;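 also: luciferase light reporting Pax8 driven TPO promoter activity; plate controls were median of neutral control wells for no effect and mitoxantrone controls for full effect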
* hit, by the source's call.

Screening CCc1nc(CNC(=O)c2cc(OC)c(OC)c(OC)c2)no1 returned ARNT-TACC3 inh -4, Cneo AK release 2, PglD inh -8, Statin myotox sup 0 and PGC1a acetyl inh 10.
Screening COc1ccc(C(C)(NC(C)=O)c2nc(-c3cccc(F)c3)cs2)cc1 (stereo not given) returned GSIS activator -5, LGR2 inh 6, Cneo AK release -1, PglD inh -2, Statin myotox sup 1 and PAX8 inh HTS 16.
COc1ccc(NC(=O)CO/N=C2\CCCc3nonc32)cc1 was read as ARNT-TACC3 inh -3, GSIS activator 16, LGR2 inh 4, PGC1a acetyl inh 1 and PAX8 inh HTS -7.
CC(=O)Nc1ccc(C2(c3ccc(NC(C)=O)cc3)C(=O)Nc3ccccc32)cc1 was read as ARNT-TACC3 inh -67, GSIS activator -6, LGR2 inh 0, Cneo AK release 1, PglD inh -3, Statin myotox sup -4, PGC1a acetyl inh 10 and PAX8 inh HTS 19.
`Cc1cc(NC(=O)CSc2c(C)[nH]c3ccccc23)no1` gave ARNT-TACC3 inh 4, GSIS activator -11, LGR2 inh 3, Cneo AK release 2, PglD inh -1, Statin myotox sup 9 and PAX8 inh HTS 5.
`CCN1CCN(c2nc(Nc3cccc(F)c3)nc(N)c2[N+](=O)[O-])CC1` gave ARNT-TACC3 inh 1, GSIS activator 34, LGR2 inh -4, Cneo AK release 4, PglD inh -7, Statin myotox sup 10, PGC1a acetyl inh -14 and PAX8 inh HTS -16.
`COC(=O)c1ccccc1OC(=O)c1ccc(Br)o1` gave ARNT-TACC3 inh 0, Cneo AK release 1, PglD inh -6, Statin myotox sup -14 and PGC1a acetyl inh -1.
Screening Cc1c(C(=O)NCCc2ccc(Cl)cc2)sc2nc3n(c(=O)c12)CCC3 returned ARNT-TACC3 inh -8, GSIS activator -5, LGR2 inh -10, Cneo AK release 0, PglD inh 6, Statin myotox sup 6, PGC1a acetyl inh 4 and PAX8 inh HTS -22.
Screening O=C(c1cc(-c2ccccc2Cl)nc2ccccc12)N1CCN(c2ccccn2)CC1 returned ARNT-TACC3 inh -2, GSIS activator -10, LGR2 inh 12, Cneo AK release -1, PglD inh -1, Statin myotox sup -233 and PGC1a acetyl inh 3.
Screening CC(C)(C)CN1CCNC(=O)C1CC(=O)NCCc1cnn(-c2ccccc2)c1 (stereo not given) returned ARNT-TACC3 inh -3, GSIS activator 0, LGR2 inh -12, Cneo AK release 2, PglD inh 2, Statin myotox sup 2 and PAX8 inh HTS 8.
CCOC(=O)CSc1nc2c(c(=O)n1-c1ccc(OCC)cc1)SCC2 was read as ARNT-TACC3 inh -6, GSIS activator 3, LGR2 inh 1, Cneo AK release 1, PglD inh -4, Statin myotox sup -17 and PGC1a acetyl inh -13.
For O=C(c1cc2cc(Br)ccc2o1)N1CCN(c2ccccc2)CC1 the results were ARNT-TACC3 inh -6, GSIS activator 1, LGR2 inh -23, Cneo AK release -1, PglD inh 1 and Statin myotox sup 13.

Entries above with a halogen, in the order listed:
Screening COc1ccc(C(C)(NC(C)=O)c2nc(-c3cccc(F)c3)cs2)cc1 (stereo not given) returned GSIS activator -5, LGR2 inh 6, Cneo AK release -1, PglD inh -2, Statin myotox sup 1 and PAX8 inh HTS 16.
`CCN1CCN(c2nc(Nc3cccc(F)c3)nc(N)c2[N+](=O)[O-])CC1` gave ARNT-TACC3 inh 1, GSIS activator 34, LGR2 inh -4, Cneo AK release 4, PglD inh -7, Statin myotox sup 10, PGC1a acetyl inh -14 and PAX8 inh HTS -16.
`COC(=O)c1ccccc1OC(=O)c1ccc(Br)o1` gave ARNT-TACC3 inh 0, Cneo AK release 1, PglD inh -6, Statin myotox sup -14 and PGC1a acetyl inh -1.
Screening Cc1c(C(=O)NCCc2ccc(Cl)cc2)sc2nc3n(c(=O)c12)CCC3 returned ARNT-TACC3 inh -8, GSIS activator -5, LGR2 inh -10, Cneo AK release 0, PglD inh 6, Statin myotox sup 6, PGC1a acetyl inh 4 and PAX8 inh HTS -22.
Screening O=C(c1cc(-c2ccccc2Cl)nc2ccccc12)N1CCN(c2ccccn2)CC1 returned ARNT-TACC3 inh -2, GSIS activator -10, LGR2 inh 12, Cneo AK release -1, PglD inh -1, Statin myotox sup -233 and PGC1a acetyl inh 3.
For O=C(c1cc2cc(Br)ccc2o1)N1CCN(c2ccccc2)CC1 the results were ARNT-TACC3 inh -6, GSIS activator 1, LGR2 inh -23, Cneo AK release -1, PglD inh 1 and Statin myotox sup 13.

Next section:
For CCN1C(=O)/C(=C\N(C)C)S/C1=N\S(=O)(=O)c1ccccc1 the results were ARNT-TACC3 inh -2, GSIS activator 23, LGR2 inh -6, PGC1a acetyl inh -2 and PAX8 inh HTS 8.
For O=C(Cn1nc(Cc2cccnc2)c2ccccc2c1=O)Nc1cccnc1Cl the results were GSIS activator -3, LGR2 inh -14, Cneo AK release 1, PglD inh 4, Statin myotox sup -1, PGC1a acetyl inh 8 and PAX8 inh HTS 9.
COc1cc(/C=C2\C(=N)N3N=C(C)SC3=NC2=O)cc(Cl)c1OCCOc1ccc(NC(C)=O)cc1 was read as ARNT-TACC3 inh 4, GSIS activator -11, LGR2 inh 13, Cneo AK release 1, PglD inh 5, Statin myotox sup 9, PGC1a acetyl inh 1 and PAX8 inh HTS 8.
Screening CCOc1ccc(S(=O)(=O)N2CCCCC2)cc1NC(=O)C1CCC1 returned ARNT-TACC3 inh -3, GSIS activator -2, LGR2 inh -8, Cneo AK release 2, PglD inh 0, Statin myotox sup 3 and PAX8 inh HTS -9.
For Cc1ccc(C(=O)N2CCN(C(=O)c3ccccc3)C2c2ccc(N(C)C)cc2)cc1 (stereo not given) the results were ARNT-TACC3 inh 6, GSIS activator -13, LGR2 inh -22, Cneo AK release 0, PglD inh -5, Statin myotox sup 9, PGC1a acetyl inh -4 and PAX8 inh HTS 18.
`CCc1cccc(C)c1NC(=O)CSc1nnc(C)o1` gave ARNT-TACC3 inh -3, GSIS activator 2, LGR2 inh 1, Cneo AK release -1, PglD inh -1, Statin myotox sup 5 and PAX8 inh HTS -5.
Screening O=C(NCCNCCO)C1(C(F)(F)F)C/C(=C\Cc2ccccc2)CCCO1 (stereo not given) returned GSIS activator -9, LGR2 inh -1, Cneo AK release -2, PglD inh 2, Statin myotox sup 2 and PAX8 inh HTS -10.
Screening COCc1nc2ccccc2n1CCc1ccccc1 returned ARNT-TACC3 inh 25, GSIS activator -4, LGR2 inh 0, Cneo AK release -1, PglD inh -3, Statin myotox sup -2, PGC1a acetyl inh 4 and PAX8 inh HTS 13.
For CC(=O)c1c(COC(=O)c2ccc(Cl)cc2)nc2ccccc2[n+]1[O-] the results were ARNT-TACC3 inh 1, GSIS activator -2, LGR2 inh 3 and PAX8 inh HTS 14.
For CC(C)NC(=O)Nc1ccc2c(c1)C(=O)N([C@H](C)CO)C[C@H](C)[C@@H](CN(C)S(=O)(=O)c1ccccc1)OCCCC[C@H](C)O2 the results were ARNT-TACC3 inh 2, GSIS activator -8, LGR2 inh 2, Cneo AK release -2, PglD inh -1, PGC1a acetyl inh 13 and PAX8 inh HTS -5.
For COc1ccccc1CNS(=O)(=O)c1cccc2nsnc12 the results were ARNT-TACC3 inh -3, GSIS activator 6, LGR2 inh 5, Cneo AK release -1, PglD inh 0, PGC1a acetyl inh 0 and PAX8 inh HTS 5.
For O=C(CSc1ncn[nH]1)NNC(=O)c1ccccc1 the results were ARNT-TACC3 inh -3, GSIS activator 12, LGR2 inh -16, Cneo AK release 0, PglD inh 1, Statin myotox sup -16, PGC1a acetyl inh 3 and PAX8 inh HTS 5.
NC(=O)c1cc(S(=O)(=O)N2CCOCC2)ccc1N1CCCC1 was read as ARNT-TACC3 inh 3, GSIS activator 7, LGR2 inh -3, Cneo AK release 1, PglD inh 2, PGC1a acetyl inh -2 and PAX8 inh HTS -12.
`CCN(CC(=O)NCc1ccc(F)cc1)C(=O)c1ccc(COc2ccccc2)cc1` gave ARNT-TACC3 inh -3, GSIS activator -50, LGR2 inh -29, Cneo AK release -1, PglD inh -4, Statin myotox sup -14, PGC1a acetyl inh -8 and PAX8 inh HTS -72.
Screening Cc1ccc(-c2nnn3c2nc(Cl)c2ccccc23)cc1 returned ARNT-TACC3 inh -9, GSIS activator -1, LGR2 inh -50, Statin myotox sup 12, PGC1a acetyl inh -4 and PAX8 inh HTS 12.
O=C(CSc1nnc(CNC(=O)c2cccc(C(F)(F)F)c2)o1)NC1CCCC1 was read as ARNT-TACC3 inh -2, GSIS activator 5, LGR2 inh 0, Cneo AK release 0, PglD inh 0, Statin myotox sup 4, PGC1a acetyl inh 3 and PAX8 inh HTS 7.
O=C(Nc1ccc(Cl)cc1)C1C2CCC3C(CCC21)C3(Cl)Cl (stereo not given) was read as ARNT-TACC3 inh -7, Cneo AK release -2, PglD inh 1 and PGC1a acetyl inh -11.
CC1(C(=O)O)CC(C)(C(=O)O)CC(C)(C(=O)O)C1 (stereo not given) was read as ARNT-TACC3 inh 5, Cneo AK release 3, PglD inh -1 and PGC1a acetyl inh -2.
Screening COc1cccc(-c2nn(Cc3ccccc3)cc2CO)c1 returned ARNT-TACC3 inh -4, GSIS activator -2, LGR2 inh -13, Cneo AK release 3, PglD inh 0, Statin myotox sup 1, PGC1a acetyl inh 5 and PAX8 inh HTS -32.
O=C(O)c1cccc(NC(=S)NC(NC(=O)c2ccccc2[N+](=O)[O-])C(Cl)(Cl)Cl)c1 (stereo not given) was read as ARNT-TACC3 inh -2, GSIS activator -4, LGR2 inh -8 and PAX8 inh HTS -15.
Screening COc1ccc(S(=O)(=O)Nc2ccc3c(c2)C(=O)N([C@H](C)CO)C[C@@H](C)[C@@H](CN(C)S(=O)(=O)c2c(C)noc2C)OCCCC[C@H](C)O3)cc1 returned ARNT-TACC3 inh 7, GSIS activator -2, LGR2 inh 2, Cneo AK release 1, PglD inh -1, PGC1a acetyl inh 14 and PAX8 inh HTS 4.
For Nn1c(CN2CCCCC2)nc2ccccc2c1=O the results were ARNT-TACC3 inh -58, Cneo AK release 0, PglD inh 4 and Statin myotox sup 0.
CCNC(=O)[C@@H]1[C@@H](CO)[C@@H]2Cn3c(ccc(C4=CCCC4)c3=O)[C@H]1N2Cc1ccccc1 was read as ARNT-TACC3 inh 4, GSIS activator -4, LGR2 inh -9, Cneo AK release -2, PglD inh 3, Statin myotox sup 5, PGC1a acetyl inh 4 and PAX8 inh HTS 7.
Screening C[C@H]1CCCCO[C@H](CN(C)S(=O)(=O)c2ccc(F)cc2)[C@@H](C)CN([C@@H](C)CO)C(=O)c2cc(NC(=O)Nc3ccc4c(c3)OCO4)ccc2O1 returned ARNT-TACC3 inh 29, GSIS activator -20, LGR2 inh 2, Cneo AK release -10, PglD inh 1, PGC1a acetyl inh -8 and PAX8 inh HTS -4.
For COc1ccc(OCc2cc(C(=O)N3CCCC(CO)C3)no2)c2ccccc12 (stereo not given) the results were ARNT-TACC3 inh 1, GSIS activator 14, LGR2 inh -77, Cneo AK release -12, PglD inh -1 and PAX8 inh HTS -214.
CCC(=O)Oc1ccc(-c2nc(-c3cccnc3)no2)cc1 was read as ARNT-TACC3 inh 1, Cneo AK release 0, PglD inh -7, Statin myotox sup -9 and PGC1a acetyl inh 7.
`O=C(NC1CCCCCC1)C1CCCN(c2ncccn2)C1` (stereo not given) gave ARNT-TACC3 inh 0, GSIS activator 65*, LGR2 inh 5, Cneo AK release 1, PglD inh -3, Statin myotox sup 7, PGC1a acetyl inh 7 and PAX8 inh HTS -55.

Screens as filed in PubChem.
